From PubChem BioAssay
Gal4-VP16 FLuc: Gal4-VP16 reporter inhibition counter-screen; Drosophila S2 Gal4-VP16 UAS-luciferase, luminescence, 20 h; Potency, µM (doses to about 53.6 µM), without a hit: top-dose activity, negative = inhibition, usual class: inhibitors; actives 3.5% (n = 310,000);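 note: Gal4-VP16 expression switched on by copper sulfate through the metallothionein promoter; % is set by controls: 0 for no effect and ±100 for the full control effect; nearly all actives have a fitted effect of over 50% in size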
uPA surface inh: cell surface uPA generation inhibition. cell surface uPA generation assay, qHTS. Potency, µM (series often up to 38.3 µM), without a hit: at the highest dose activity change, negative = inhibition, hits mostly inhibitors. actives 0.31% (n = 330,000); active = well fitted inhibition curve with a large enough effect; inconclusive = small, poorly fitted or top-dose-only effect; inactive = no such curve, though single readings can be large or run the other way; tested in mouse RAW 264.7 cells; note: % is set by controls: 0 for no effect and ±100 for the full control effect; nearly all actives have a fitted effect of over 55% in size
Rab9 promoter act: activators of Rab9 promoter. Potency, µM (titrated, usually from 9.22 µM), for inactives: at the highest dose activation, negative = inhibition, hits mostly activators. AID 485297. Huh7 Rab9 promoter-luciferase reporter, luminescence, 24 h. actives 2.8% (n = 320,000); note: % of control where 0% means no effect; nearly all actives have a fitted effect of over 60% in size
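Rab9 promoter-driven luciferase in stably transfected Huh7 cells; 1500 cells/well rested 2 h, exposed to compound in DMSO for 24 h at 37 °C, 5% CO2. Luminescence read 10 min after adding luciferase reagent at ambient temperature.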
FLuc counter: counter-screen for miR-21 project: firefly luciferase inhibitors or activators | P08659 | purified FLuc, Km substrates, luminescence inhibition | Potency, µM (highest dose often 57.5 µM), for the others: at the highest dose activity change, negative = inhibition, actives largely listed as inhibitors | actives 6.9% (n = 360,000) | AID 588342;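 note: plate controls were vehicle for no effect and reference inhibitor for full effect; nearly all actives have a fitted effect of over 55% in size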
Target sequence (P08659 whole entry, looked up): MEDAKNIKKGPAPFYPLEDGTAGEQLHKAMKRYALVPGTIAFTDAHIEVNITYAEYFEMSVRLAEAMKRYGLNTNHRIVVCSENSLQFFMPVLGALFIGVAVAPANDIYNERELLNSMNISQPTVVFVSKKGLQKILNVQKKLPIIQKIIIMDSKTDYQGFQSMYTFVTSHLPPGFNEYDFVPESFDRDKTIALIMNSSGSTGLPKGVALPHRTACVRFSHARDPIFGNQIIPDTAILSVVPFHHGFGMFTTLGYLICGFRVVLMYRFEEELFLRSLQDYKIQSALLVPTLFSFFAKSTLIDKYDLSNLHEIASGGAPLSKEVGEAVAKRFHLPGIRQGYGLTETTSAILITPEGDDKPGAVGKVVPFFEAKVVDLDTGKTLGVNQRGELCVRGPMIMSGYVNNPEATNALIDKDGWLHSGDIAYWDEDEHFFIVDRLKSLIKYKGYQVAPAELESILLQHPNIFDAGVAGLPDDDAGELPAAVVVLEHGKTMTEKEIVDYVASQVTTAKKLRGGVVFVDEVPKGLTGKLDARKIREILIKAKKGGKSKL
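Purified P. pyralis luciferase (10nM final) with 10uM D-luciferin and 10uM ATP (Km levels) in 50mM Tris acetate pH 7.5, 10mM Mg acetate, 0.01% Tween-20, 0.05% BSA; qHTS 6-point titration, ~60 µM downward; luminescence read.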
p53 reactivator: restores transcriptional activity of mutant p53; H1299 p53-A138V BP100-luciferase reporter, luminescence, 24 h; Potency, µM (doses to about 92.2 µM), inactives show at the top dose activity change, positive = activation, actives largely listed as activators; actives 0.063% (n = 320,000); AID 504706; note: % of control where 0% means no effect; nearly all actives have a fitted effect of over 45% in size
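H1299 (p53-null), stable ts p53-A138V + BP100-Luc; 1000 cells/well, Opti-MEM/10% FBS; cpd 4 pt, 1:5; 24 h, 37 deg C, 5% CO2; detection reagent 10 min RT; luminescence.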
ELG1 genotoxic: genotoxicity induction in ELG1-luciferase HEK293T cells; actives 1.3% (n = 330,000); AID 504466; HEK293T ELG1-luciferase reporter, luminescence, 16 h; Potency, µM (titrated, usually from 46 µM), without a hit: top-dose activity change, positive = activation, most hits filed as activators; note: % of control where 0% means no effect; nearly all actives have a fitted effect of over 60% in size
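Step 1: seed 2,000 HEK293T ELG1-luciferase cells per well. Step 2: add compound or DMSO, incubate 16 hr at 37 °C. Step 3: ONE-Glo, 30 min at room temperature, read luminescence.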
MBNL1-CUG inh: inhibitors of human MBNL1 binding to CUG repeat RNA. Q9NR56. TR-FRET MBNL1-His/biotin-(CUG)12 binding, 665/545 ratio. Potency, µM (series often up to 57.5 µM), for inactives: top-dose activity change, negative = inhibition, actives largely listed as inhibitors. actives 0.036% (n = 280,000). AID 2675; active = well fitted inhibition curve with a large enough effect in the signal ratio, with a control signal flat, not every such curve was filed as active; inconclusive = small, poorly fitted or top-dose-only effect, or effect the other way, or a change in a side signal; inactive = no such curve, though single readings can be large or run the other way; the % refers to the signal ratio; note: % is set by controls: 0 for no effect and ±100 for the full control effect
Target sequence (Q9NR56 whole entry, looked up): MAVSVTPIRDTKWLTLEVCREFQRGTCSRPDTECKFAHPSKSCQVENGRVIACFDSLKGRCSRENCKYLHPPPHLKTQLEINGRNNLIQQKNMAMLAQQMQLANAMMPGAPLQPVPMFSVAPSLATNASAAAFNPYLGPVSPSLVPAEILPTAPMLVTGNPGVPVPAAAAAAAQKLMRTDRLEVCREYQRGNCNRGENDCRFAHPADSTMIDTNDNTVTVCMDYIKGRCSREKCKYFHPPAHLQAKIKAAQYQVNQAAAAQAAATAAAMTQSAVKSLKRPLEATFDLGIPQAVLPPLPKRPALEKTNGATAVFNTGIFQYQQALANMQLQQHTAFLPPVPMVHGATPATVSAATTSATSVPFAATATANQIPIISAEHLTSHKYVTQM
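TR-FRET between His-tagged MBNL1 and biotin-(CUG)12 RNA, detected with Tb anti-His antibody (0.055 ng/ul) and streptavidin-XL665 (5 nM), 60 min at room temperature. Compounds titrated 92 nM to 58 uM; 665/545 nm ratio normalized to buffer and complex controls.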
MLL CXXC-DNA inh: inhibitors of human MLL CXXC domain-DNA interaction. MLL-CXXC / FITC-HOXA9 DNA fluorescence polarization. actives 0.037% (n = 290,000). AID 2662. Potency, µM (top dose mostly 115 µM), for the others: top-dose activity change, negative = inhibition, most hits filed as inhibitors. Q03164; active = well fitted inhibition curve with a large enough effect in the polarisation, with a control signal flat, not every such curve was filed as active; inconclusive = small, poorly fitted or top-dose-only effect, or effect the other way, or a change in a side signal; inactive = no such curve, though single readings can be large or run the other way; the % refers to the polarisation
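Steps: dispense CXXC domain solution (7 uM) → pin compounds or unlabeled HOX-A9 DNA control → 5 min ambient → add FLSN-HOX-A9 solution (50 nM) → spin → 30 min ambient → fluorescence polarization. Tris pH 7.5/NaCl/DTT/BSA buffer.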
RORg inh: blocks mouse ROR gamma transcriptional activity. actives 5.4% (n = 310,000). Drosophila S2 Gal4-RORgamma UAS-luciferase reporter, 20 h. Potency, µM (top dose mostly 53.6 µM), for the others: at the top dose activity change, negative = inhibition, usual class: inhibitors. P51450. AID 2551; note: % is set by controls: 0 for no effect and ±100 for the full control effect; nearly all actives have a fitted effect of over 60% in size
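Drosophila S2 cells stably expressing Gal4-DBD/mouse RORγ fusion under metallothionein promoter plus UAS-luciferase; compound 1 h, then 700 uM CuSO4 induction for 20 h at ambient temperature; inhibition read as reduced luminescence.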
NPC1 promoter act: activates the NPC1 promoter; Huh7 NPC1 promoter luciferase reporter, 24 h; Potency, µM (top dose mostly 9.22 µM), without a hit: at the highest dose activation, actives largely listed as activators; actives 2.4% (n = 320,000); AID 485313;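 note: % of control where 0% means no effect; nearly all actives have a fitted effect of over 60% in size; reporter is driven by a mutant NPC1 promoter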
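Luciferase expression driven by the NPC1 promoter was measured in stably transfected Huh7 cells after a 24 h compound incubation, using a luciferase reagent and a luminescence read.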
BRCA1 expr up: increases BRCA1 expression. MCF7-BRCA1-FFLuc reporter, luminescence, 48 h; response scale: scaled: vehicle 0%, 10 µM genistein 100%. Potency, µM (titrated, usually from 46.1 µM), for inactives: at the top dose activation, most hits filed as activators. actives 1.1% (n = 380,000). AID 624202; note: nearly all actives have a fitted effect of over 80% in size; some results filed as inactive show a strong effect at the top dose
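Quantitative HTS in MCF7 cells stably reporting BRCA1 expression via firefly luciferase. Compound treatment lasts 48 h at 37 °C in phenol-red free MEM. Activation is expressed relative to genistein at 10 microM and DMSO.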
An asterisk follows results filed as active; [ ] = remark or other dose. Unless noted, calls come from the whole dose curve; as a rule, active = well fitted curve in the direction sought with a large enough effect; inconclusive = small, poorly fitted or top-dose-only effect, or another doubt; inactive = no such curve, though single readings can be large; an effect the other way counts as inactive or inconclusive. Potency is the fitted concentration of half-maximal effect.

How did CCC(C)C(NC(=O)c1ccccc1NC(=O)c1ccc(OC)cc1)C(=O)NCc1ccco1 (configuration not stated) do in these assays?
Gal4-VP16 FLuc: 4%; uPA surface inh: 1%; Rab9 promoter act: 0%; FLuc counter: -6%; p53 reactivator: 1%; ELG1 genotoxic: -1%; MBNL1-CUG inh: -5%; MLL CXXC-DNA inh: 0%; RORg inh: -3%; NPC1 promoter act: 0%; BRCA1 expr up: -5%

Results for CC(=O)c1ccc(NC(=O)CSc2nc(C)cc(C)c2C(N)=O)cc1 ?
Gal4-VP16 FLuc: -2%; uPA surface inh: -3%; Rab9 promoter act: 0%; FLuc counter: 5%; p53 reactivator: -2%; ELG1 genotoxic: -5%; MBNL1-CUG inh: 8%; MLL CXXC-DNA inh: 0%; RORg inh: inconclusive; NPC1 promoter act: -4%; BRCA1 expr up: -3%

How did NC(=O)C1CCN(c2nc(-c3ccccc3Br)cs2)CC1 do in these assays?
uPA surface inh: 12%; Rab9 promoter act: 0%; FLuc counter: inconclusive; p53 reactivator: inconclusive; ELG1 genotoxic: inconclusive; NPC1 promoter act: 10%; BRCA1 expr up: -74%

What do the screens show for `Cn1ccnc1SC(C(=O)O)c1ccccc1` (configuration not stated)?
Gal4-VP16 FLuc: -11%; uPA surface inh: 1%; Rab9 promoter act: 0%; FLuc counter: -2%; ELG1 genotoxic: 1%; MBNL1-CUG inh: -7%; MLL CXXC-DNA inh: 10%; RORg inh: -32%; NPC1 promoter act: -1%; BRCA1 expr up: -9%

How did CCCN(CCC)CCNC(=O)c1cc2c(=O)n(CC)c3ccccc3c2s1 do in these assays?
Gal4-VP16 FLuc: 7%; uPA surface inh: -2%; Rab9 promoter act: -15%; FLuc counter: 0%; p53 reactivator: -4%; ELG1 genotoxic: inconclusive; MBNL1-CUG inh: 4%; MLL CXXC-DNA inh: -27%; RORg inh: 6%; NPC1 promoter act: -8%; BRCA1 expr up: -30%

Results for Cc1cc(NC(=O)CSc2ccccn2)cc(NC(=O)CSc2ccccn2)c1 ?
Gal4-VP16 FLuc: -2%; uPA surface inh: 1%; Rab9 promoter act: 5%; FLuc counter: 4%; p53 reactivator: 2%; ELG1 genotoxic: -7%; MBNL1-CUG inh: 1%; MLL CXXC-DNA inh: 11%; RORg inh: 27%; NPC1 promoter act: 0%; BRCA1 expr up: -1%

Results for CN1C(=O)Cc2cc(S(=O)(=O)Nc3ccc(N4CCOCC4)cc3)ccc21 ?
Gal4-VP16 FLuc: -8%; uPA surface inh: 1%; Rab9 promoter act: 0%; FLuc counter: -1%; p53 reactivator: -2%; ELG1 genotoxic: 0%; MBNL1-CUG inh: 0%; MLL CXXC-DNA inh: 12%; RORg inh: -5%; NPC1 promoter act: -3%; BRCA1 expr up: -7%

Results for CCCCN(C(=O)c1cccc(S(=O)(=O)N2CC(C)OC(C)C2)c1)c1c(N)n(CC(C)C)c(=O)[nH]c1=O (configuration not stated) ?
Gal4-VP16 FLuc: -9%; uPA surface inh: 0%; Rab9 promoter act: 2%; FLuc counter: 3%; p53 reactivator: 21%; ELG1 genotoxic: 0%; MBNL1-CUG inh: -1%; MLL CXXC-DNA inh: inconclusive; RORg inh: 0%; NPC1 promoter act: 0%; BRCA1 expr up: 5%

Results for O=C(OCc1ccccc1)/C(=C/c1cccc2ccccc12)NC(=O)c1ccccc1 ?
Gal4-VP16 FLuc: -6%; uPA surface inh: -4%; Rab9 promoter act: 0%; FLuc counter: 0%; p53 reactivator: 5%; ELG1 genotoxic: 3%; MBNL1-CUG inh: -2%; MLL CXXC-DNA inh: 0%; RORg inh: 17%; NPC1 promoter act: -2%; BRCA1 expr up: -15%

How did N#CC(C(=O)NCCc1ccccc1)c1nc2ccccc2nc1N1CCCCC1 (configuration not stated) do in these assays?
Gal4-VP16 FLuc: 1%; uPA surface inh: 1%; Rab9 promoter act: -3%; FLuc counter: -2%; p53 reactivator: 2%; ELG1 genotoxic: 3%; MBNL1-CUG inh: -1%; MLL CXXC-DNA inh: -19%; RORg inh: -7%; NPC1 promoter act: -5%; BRCA1 expr up: 6%

Results for COc1ccc(CCNc2nc(-c3cccc(NC(C)=O)c3)cs2)cc1OC ?
Gal4-VP16 FLuc: 5%; uPA surface inh: -6%; Rab9 promoter act: -3%; FLuc counter: inconclusive; p53 reactivator: -3%; ELG1 genotoxic: -10%; MBNL1-CUG inh: 4%; MLL CXXC-DNA inh: 2%; RORg inh: inconclusive; NPC1 promoter act: -3%; BRCA1 expr up: -53%

How did COc1cccc(NC(=O)c2cc3ccccc3cc2OC)c1 do in these assays?
Gal4-VP16 FLuc: 16%; uPA surface inh: -14%; Rab9 promoter act: 13%; FLuc counter: 9.5µM*; p53 reactivator: 2%; ELG1 genotoxic: inconclusive; MBNL1-CUG inh: 12%; MLL CXXC-DNA inh: -2%; RORg inh: 23%; NPC1 promoter act: 2%; BRCA1 expr up: 20%

Results for CCC(Sc1nc2ccccc2[nH]1)C(=O)Nc1ccc(NC(C)=O)cc1 (configuration not stated) ?
Gal4-VP16 FLuc: 8%[10 µM]; uPA surface inh: 1%; Rab9 promoter act: -10%; FLuc counter: 0%; p53 reactivator: -3%; ELG1 genotoxic: 0%; MBNL1-CUG inh: -7%; MLL CXXC-DNA inh: 0%; RORg inh: 12%; NPC1 promoter act: -4%; BRCA1 expr up: 7%

How did Cc1cc(OCc2nnc(SC(C)C(=O)O)n2-c2ccccc2)ccc1Cl (configuration not stated) do in these assays?
Gal4-VP16 FLuc: 1%; uPA surface inh: -2%; Rab9 promoter act: -2%; FLuc counter: 8%; ELG1 genotoxic: -2%; MBNL1-CUG inh: -7%; MLL CXXC-DNA inh: 5%; RORg inh: -7%[1.91 µM]; NPC1 promoter act: 0%; BRCA1 expr up: 10%

How did Cc1ccc(NS(=O)(=O)c2ccc3c(c2)NC(=O)CO3)c(C)c1 do in these assays?
Gal4-VP16 FLuc: -1%; uPA surface inh: 4%; Rab9 promoter act: -2%; FLuc counter: -2%; p53 reactivator: 2%; ELG1 genotoxic: -1%; MBNL1-CUG inh: 4%; MLL CXXC-DNA inh: 11%; RORg inh: 39%; NPC1 promoter act: 1%; BRCA1 expr up: -7%

What do the screens show for `CC(C)COP(=O)(c1ccc(N(C)C)cc1)C(Nc1ccccc1)c1cccnc1` (configuration not stated)?
Gal4-VP16 FLuc: 1%; uPA surface inh: -3%; Rab9 promoter act: -3%; FLuc counter: -1%; p53 reactivator: -10%; ELG1 genotoxic: -4%; MBNL1-CUG inh: -4%; MLL CXXC-DNA inh: -13%; RORg inh: 2%; NPC1 promoter act: -9%; BRCA1 expr up: -24%

Results for CC1CCN(S(=O)(=O)c2ccc(NC(=O)[C@@H]3CCCC[C@@H]3C(=O)O)cc2)CC1 ?
Gal4-VP16 FLuc: 1%; uPA surface inh: 1%; Rab9 promoter act: 1%; FLuc counter: 0%; p53 reactivator: -2%; ELG1 genotoxic: 0%; MBNL1-CUG inh: -3%; MLL CXXC-DNA inh: inconclusive; RORg inh: -16%; NPC1 promoter act: 4%; BRCA1 expr up: 13%

What do the screens show for `Cc1occc1C(=O)N/N=C/C(Br)=C\c1ccccc1`?
Gal4-VP16 FLuc: inconclusive; uPA surface inh: -11%; Rab9 promoter act: 0.89µM*; FLuc counter: 2.1µM*; p53 reactivator: inconclusive; ELG1 genotoxic: inconclusive; MBNL1-CUG inh: 9%; MLL CXXC-DNA inh: 46%[activator]; RORg inh: -39%; NPC1 promoter act: 2.5µM*; BRCA1 expr up: inconclusive

How did COCC(=O)NCCNc1nc2ccc(C)cc2cc1C do in these assays?
Gal4-VP16 FLuc: 8%; uPA surface inh: -2%; Rab9 promoter act: -8%; FLuc counter: -1%; p53 reactivator: 1%; ELG1 genotoxic: 2%; MBNL1-CUG inh: -3%; MLL CXXC-DNA inh: 4%; RORg inh: -20%; NPC1 promoter act: 0%; BRCA1 expr up: 13%

What do the screens show for `O=C(Cn1cc2c(n1)CCCCC2)Nc1ccccc1Br`?
Gal4-VP16 FLuc: 1%; uPA surface inh: 1%; Rab9 promoter act: 26%; FLuc counter: -16%; p53 reactivator: 3%; ELG1 genotoxic: 3%; MBNL1-CUG inh: -3%; MLL CXXC-DNA inh: -6%; RORg inh: 0%; NPC1 promoter act: 12%; BRCA1 expr up: 57%

An excerpt. The share of hits here may be higher or lower than overall.
